NOD2-RIPK2 inh: inhibitors of human NOD2-RIPK2 interaction. CHO BLA complementation NOD2-RIPK2, CCF4 ratio. inhibition, % at 4.98 µM. 360,000 compounds, 0.38% hits. AID 624267; in the data active = inhibition above about 21%;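 note: 0% = vehicle only and 100% = reference blocker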
TLR9-MyD88 block: TLR9-MyD88 interaction inhibition; Q9NR96+Q99836; CHO BLA complementation TLR9-MyD88, CCF4 FRET ratio; inhibition, % at 4.98 µM; 340,000 compounds, 0.21% hits; AID 504734;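 active = inhibition above the mean over all tested compounds plus 3 SD, cut at about 21% in these data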;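 note: 0% = DMSO only wells and 100% = clavulanate BLA inhibitor control wells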
NCOA3 inh: inhibits human SRC3 coactivator | HEK293 GAL4-SRC3 luciferase reporter, luminescence | inhibition, % at 3.6 µM | 360,000 compounds, 0.17% hits | AID 588352;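 active = inhibition above a per-campaign cutoff, the mean of all compounds plus 3 SD, cut at about 60% in these data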;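 note: 0% = DMSO-treated cells and 100% = gossypol-treated cells at 36 µM; higher means less SRC3-driven luciferase light from the GAL4 reporter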
NCOA2 inhibitor: inhibits human steroid receptor coactivator 2; HEK293 GAL4-SRC2 luciferase reporter, luminescence; inhibition, % at 9 µM; AID 651957; 370,000 compounds, 0.17% hits; Q15596;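 active = inhibition above the mean inhibition of all tested compounds plus 3 SD, set per campaign, cut at about 52% in these data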;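 note: 0% = DMSO treated cells and 100% = cells given Gossypol at 36 µM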
LRH-1 inv ag: suppresses constitutive activity of human LRH-1; HEK293T StAR-luciferase reporter, LRH-1 transfected, 24 h; 360,000 compounds, 0.13% hits; inhibition, % at 3.6 µM; AID 602396;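 active = inhibition above the mean inhibition of all tested compounds plus 3 SD, cut at about 73% in these data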;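 note: 0% = DMSO wells and 100% = reporter-only cells lacking LRH-1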
Target sequence (O00482 whole entry, looked up): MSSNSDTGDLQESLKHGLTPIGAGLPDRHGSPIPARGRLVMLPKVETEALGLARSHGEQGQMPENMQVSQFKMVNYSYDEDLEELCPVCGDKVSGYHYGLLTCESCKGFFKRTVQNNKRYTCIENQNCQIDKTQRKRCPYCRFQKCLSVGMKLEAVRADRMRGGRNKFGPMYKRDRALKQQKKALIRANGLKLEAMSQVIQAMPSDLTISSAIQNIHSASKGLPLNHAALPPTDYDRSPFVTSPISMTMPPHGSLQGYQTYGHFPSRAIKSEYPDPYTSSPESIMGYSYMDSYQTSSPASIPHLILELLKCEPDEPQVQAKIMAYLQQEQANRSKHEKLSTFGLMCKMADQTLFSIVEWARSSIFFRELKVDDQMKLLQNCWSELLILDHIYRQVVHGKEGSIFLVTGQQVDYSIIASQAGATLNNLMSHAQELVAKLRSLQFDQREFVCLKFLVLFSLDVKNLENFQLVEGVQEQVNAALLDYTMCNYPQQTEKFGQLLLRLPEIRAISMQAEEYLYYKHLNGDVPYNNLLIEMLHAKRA
TRAIL sens C8: caspase-8 TRAIL sensitization. NB7+C8 cells + TRAIL, ATPlite viability luminescence. inhibition (viability loss, TRAIL sensitization), % at 10 µM. 360,000 compounds, 1% hits. AID 624354;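 active = compounds causing at least 50% loss of cell viability in the single-dose screen, relative to plate controls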
NCOA1 inh: human NCOA1 inhibition. HEK293 GAL4-SRC1 luciferase reporter, luminescence. inhibition, % at 3.6 µM. 360,000 compounds, 0.12% hits. AID 588354;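 active = inhibition above the campaign mean plus 3 SD, with each screening campaign given its own cutoff, cut at about 60% in these data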;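 note: 0% = DMSO treated cells and 100% = gossypol at 36 µM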
EBV LMP1 NFkB: Epstein-Barr LMP1 NF-kappaB reporter inhibition. LMP1-induced NF-kappaB luciferase reporter cells, luminescence. inhibition, % at 12.5 µM. 350,000 compounds, 0.69% hits. AID 504558; in the data active = inhibition above about 41%;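 note: 0% = neutral control wells and 100% = reference inhibitor control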
COUP-TFII inh: inhibitors of human COUP-TFII (NR2F2) | P24468 | HEK293T NGFI-A luciferase reporter, luminescence | inhibition, % at 8.6 µM | 370,000 compounds, 0.7% hits | AID 686940;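 active = inhibition above a per-plate cutoff, mean inhibition of test wells between control levels plus 3 SD, cut at about 38% in these data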;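 note: cells cotransfected with COUP-TFII expression vector driving the NGFI-A reporter; 0% = median of COUP-TF2 test wells and 100% = reporter-only cells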
Target sequence (P24468 whole entry, looked up): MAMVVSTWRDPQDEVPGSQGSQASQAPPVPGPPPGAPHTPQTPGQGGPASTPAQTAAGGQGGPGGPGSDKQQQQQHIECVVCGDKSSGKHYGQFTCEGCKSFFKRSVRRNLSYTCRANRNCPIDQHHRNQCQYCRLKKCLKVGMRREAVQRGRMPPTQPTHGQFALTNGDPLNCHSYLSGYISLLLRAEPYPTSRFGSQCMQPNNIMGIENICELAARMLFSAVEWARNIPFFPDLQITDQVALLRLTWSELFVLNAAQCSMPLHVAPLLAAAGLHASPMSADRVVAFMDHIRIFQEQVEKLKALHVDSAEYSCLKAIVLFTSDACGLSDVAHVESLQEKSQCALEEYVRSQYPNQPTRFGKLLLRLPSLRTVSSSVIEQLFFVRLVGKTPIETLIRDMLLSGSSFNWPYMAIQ
TWEAK Fn14 block: TWEAK-Fn14 signaling inhibition | inhibition, % at 10 µM | TWEAK-stimulated Fn14 reporter cells, luciferase luminescence, 8 h | 360,000 compounds, 2% hits; in the data active = inhibition above about 50%
TROY NFkB inh: TROY signaling inhibition | Q293 LMP1-TROYcd NF-kB luciferase reporter, 4 h | inhibition, % at 10 µM | 360,000 compounds, 0.98% hits;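 active = compounds whose plate-normalised and pattern-corrected inhibition of the luciferase reporter signal at the single screening dose is 50% or more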
An asterisk follows results filed as active; / = not tested or not shown.

Second line of a record – NOD2-RIPK2 inh	TLR9-MyD88 block	NCOA3 inh	NCOA2 inhibitor	LRH-1 inv ag	TRAIL sens C8	NCOA1 inh	EBV LMP1 NFkB	COUP-TFII inh	TWEAK Fn14 block	TROY NFkB inh
O=C(COC(=O)COc1ccccc1F)Nc1ccc(Cl)cn1
    -3	5	8	18	9	-10	3	4	9	14	-16
CCCS(=O)(=O)N1CCC(C(=O)NCC2CCCO2)CC1 (centres undefined)
    0	-1	12	12	-11	1	4	3	6	21	8
CC(SCc1ccccc1)C(=O)N/N=C/c1ccc(OCC(=O)NCc2ccco2)cc1 (centres undefined)
    -12	10	16	0	5	23	-7	14	8	28	38
Cc1nn(C)c(C)c1NC(=O)c1ccc(Br)o1
    -14	-5	18	-16	1	-11	7	4	-8	-7	-8
CC[C@]12c3[nH]c4cc(-c5ccco5)ccc4c3CCN1C(=O)[C@@H](CC(=O)NCCC1=CCCCC1)C[C@@H]2C(=O)N1CCN(C(=O)C2CC2)CC1
    -3	-6	-9	-20	16	-3	8	1	14	-2	-10
Cc1cc(F)cc(-c2cc(C(=O)NCc3ccco3)[nH]n2)c1
    -1	/	-15	-39	-16	-4	-19	/	-21	-18	-52
CCOC(=O)c1c(C)noc1CP(=O)(c1ccccc1)c1ccccc1
    9	-6	-17	13	9	4	15	-1	-2	2	24
CCOC(=O)C(=O)CC(=O)c1ccc2c(c1)OCCO2
    -4	-3	10	-3	16	-1	-1	28	17	-4	72*
Cc1ccc2cc(CCNC(=O)c3ccc4c(c3)OCO4)c(=O)[nH]c2c1
    -9	-6	-6	11	14	2	-3	5	0	8	-1
COc1cc(OC)nc(Oc2ccccc2C(=O)Oc2ccc(C)cc2)n1
    6	-5	19	-7	-8	-7	-12	5	-12	-16	-11
COc1cc2sc(C)nc2c2sccc12
    -7	-13	-22	0	-4	-4	4	1	11	8	7
Cc1nn(-c2ccccc2)c2sc(C(=O)OCn3nnc4ccccc4c3=O)cc12
    -2	-3	15	18	8	-39	-35	-20	2	0	10
COc1cccc(C(=O)N2CCN(Cc3ccccc3C(F)(F)F)CC2)c1
    -2	-1	10	21	-4	3	0	-2	6	-7	-17
COC(=O)c1ccc(COC(=O)CNC(=O)c2ccc(OC)cc2)cc1
    -9	1	-91	-46	-63	1	-70	-22	-31	-24	-54
CCN(CC(=O)Nc1ccc(NC(C)=O)cc1)C(=O)CCCc1nc2ccccc2s1
    0	-7	-13	4	-10	2	1	2	8	9	-6

Second line of a record – NOD2-RIPK2 inh	TLR9-MyD88 block	NCOA3 inh	NCOA2 inhibitor	LRH-1 inv ag	TRAIL sens C8	NCOA1 inh	EBV LMP1 NFkB	COUP-TFII inh	TWEAK Fn14 block	TROY NFkB inh
CCCc1ccc(Oc2cc(Cl)nc(N)n2)cc1
    2	1	-36	-22	-9	10	-57	6	0	-63	-16
CCCCn1c(N)c(N(CCOC)C(=O)C2CC(=O)N(c3ccc(CC)cc3)C2)c(=O)[nH]c1=O (centres undefined)
    4	11	22	13	2	-7	-2	1	-10	16	0
Nc1c(N2CCCC2)cc(Cl)c2nonc12
    -1	4	7	/	9	-16	2	3	/	13	12
O=C(Nc1cc(S(=O)(=O)N2CCCCC2)ccc1Cl)C1COc2ccccc2O1 (centres undefined)
    -3	0	-45	9	27	-3	-4	5	-15	4	26
O=C(CNC(=O)c1ccccc1Br)N/N=C/c1cccnc1
    -10	-4	4	-7	3	-7	-52	-1	-5	0	-3
CCCc1cc(C(F)(F)F)c(C#N)c(=O)[nH]1
    -2	0	-4	-8	-8	1	-13	-20	7	7	0
CCCCNC(=O)c1ccc2nc(-c3ccco3)c(-c3ccco3)nc2c1
    0	1	-10	-4	-20	9	-3	4	0	-3	-14
COCCNS(=O)(=O)c1ccc(C)c(C)c1C
    2	-10	4	-38	4	1	-1	1	-24	4	7
CC(=O)Nc1c(Cl)cc(Cl)c2c1Cc1cc(Cl)ccc1-2
    2	2	-14	5	-31	5	-7	-17	-4	-12	4
Cc1ccc(S(=O)(=O)NN=C2CCN(Cc3ccccc3)CC2)cc1
    4	0	5	3	11	-1	3	-7	20	-3	4
Cc1ccc(/C=N/NC(=O)COc2ccc(Cl)c(C)c2)o1
    -20	-1	-17	-9	1	-10	-4	0	1	6	-6
Cc1nc(-c2ccc(Cl)cc2)sc1C(=O)CBr
    8	-4	-12	1	-9	2	-19	-4	3	-12	-48
CCOC(=O)/C=C/[C@H]1CC(c2ccccc2)(c2ccccc2)CO1
    1	1	1	3	5	-5	7	0	10	18	0
Cc1cc(C)nc(NC(=O)c2c(-c3ccccc3Cl)noc2C)n1
    9	9	6	15	9	-19	-4	-2	8	1	15
Cc1cccc(NC(=O)COC(=O)COc2ccc3c(c2)CCC3)c1
    -4	-10	-10	21	-13	-16	-12	3	-2	-1	4

Ordered by length of the SMILES (low to high): twelve of the compounds above
Second line of a record – NOD2-RIPK2 inh	TLR9-MyD88 block	NCOA3 inh	NCOA2 inhibitor	LRH-1 inv ag	TRAIL sens C8	NCOA1 inh	EBV LMP1 NFkB	COUP-TFII inh	TWEAK Fn14 block	TROY NFkB inh
Nc1c(N2CCCC2)cc(Cl)c2nonc12
    -1	4	7	/	9	-16	2	3	/	13	12
CCCc1ccc(Oc2cc(Cl)nc(N)n2)cc1
    2	1	-36	-22	-9	10	-57	6	0	-63	-16
Cc1nn(C)c(C)c1NC(=O)c1ccc(Br)o1
    -14	-5	18	-16	1	-11	7	4	-8	-7	-8
CCCc1cc(C(F)(F)F)c(C#N)c(=O)[nH]1
    -2	0	-4	-8	-8	1	-13	-20	7	7	0
CCOC(=O)C(=O)CC(=O)c1ccc2c(c1)OCCO2
    -4	-3	10	-3	16	-1	-1	28	17	-4	72*
O=C(CNC(=O)c1ccccc1Br)N/N=C/c1cccnc1
    -10	-4	4	-7	3	-7	-52	-1	-5	0	-3
Cc1ccc(/C=N/NC(=O)COc2ccc(Cl)c(C)c2)o1
    -20	-1	-17	-9	1	-10	-4	0	1	6	-6
Cc1cc(C)nc(NC(=O)c2c(-c3ccccc3Cl)noc2C)n1
    9	9	6	15	9	-19	-4	-2	8	1	15
CCOC(=O)c1c(C)noc1CP(=O)(c1ccccc1)c1ccccc1
    9	-6	-17	13	9	4	15	-1	-2	2	24
COC(=O)c1ccc(COC(=O)CNC(=O)c2ccc(OC)cc2)cc1
    -9	1	-91	-46	-63	1	-70	-22	-31	-24	-54
CCCCNC(=O)c1ccc2nc(-c3ccco3)c(-c3ccco3)nc2c1
    0	1	-10	-4	-20	9	-3	4	0	-3	-14
O=C(Nc1cc(S(=O)(=O)N2CCCCC2)ccc1Cl)C1COc2ccccc2O1 (centres undefined)
    -3	0	-45	9	27	-3	-4	5	-15	4	26

(more compounds)
structure	NOD2-RIPK2 inh	TLR9-MyD88 block	NCOA3 inh	NCOA2 inhibitor	LRH-1 inv ag	TRAIL sens C8	NCOA1 inh	EBV LMP1 NFkB	COUP-TFII inh	TWEAK Fn14 block	TROY NFkB inh
COc1ccc(-c2csc(NC(=O)COC(=O)c3ccco3)n2)cc1	-3	2	-45	-34	-61	18	-82	-37	-14	-5	-42
CCOc1cccc(C(=O)NC(c2ccccc2)C(C)C)c1 (centres undefined)	-7	0	17	-24	6	3	16	6	-15	12	-24
Cc1ccc(CN(C)C(=O)c2ccc(NS(=O)(=O)c3ccc4[nH]c(=O)[nH]c4c3)cc2)cc1	2	10	-16	-8	3	-2	7	2	-5	-22	-5
O=C(NCCc1ccccc1Cl)C1CCC(=O)N(CC2CCCCC2)C1 (centres undefined)	0	0	9	-22	22	2	10	0	6	-2	-10
CC(=O)Nc1cccc(NS(=O)(=O)c2ccccc2[N+](=O)[O-])c1	-4	0	10	-12	8	7	-19	13	2	-2	-6
Clc1ncc2[nH]cnc2n1	1	-9	-6	16	10	-3	5	-5	-18	11	-4
CN1CC(=O)N(CC(=O)Nc2ccc(SC(F)F)cc2)C1=O	-2	3	3	-2	-6	-6	-12	1	-11	26	-9
COC(=O)c1ccc(CN2CCCC(C(=O)Nc3cccc(-n4cccn4)c3)C2)cc1 (centres undefined)	-13	-15	0	20	18	-6	-11	1	17	-6	9

structure	NOD2-RIPK2 inh	TLR9-MyD88 block	NCOA3 inh	NCOA2 inhibitor	LRH-1 inv ag	TRAIL sens C8	NCOA1 inh	EBV LMP1 NFkB	COUP-TFII inh	TWEAK Fn14 block	TROY NFkB inh
CCOc1ccccc1N(C)S(=O)(=O)c1ccc2c(c1)CCN2C(=O)CCC(=O)O	1	-2	-19	-2	-13	9	-12	6	-11	-5	-6
Cc1cc2c3c(c1C)C1(C(=O)N3C(C)(C)CC2C)C(C#N)=C(N)OC2=C1C(=O)CC(C)(C)C2 (centres undefined)	0	3	7	-18	12	-7	-10	2	18	3	17
CN1CCN(c2nc(-c3ccc(Cl)cc3)nc3ccccc23)CC1	-1	7	11	5	-5	18	-6	-12	4	-28	-13
Cc1ccc(C(=O)NCC(=O)OCn2nnc3ccccc3c2=O)cc1	-8	1	1	14	-22	-9	-2	3	-8	7	-14
COc1ccc(CCNC(=O)C(=O)NCC2CCNCC2)cc1OC	7	-2	1	1	-9	0	-1	-1	7	1	14
COc1ccc(NC(=S)N(CCN(C)C)C(C)c2ccncc2)cc1Cl (centres undefined)	-9	1	12	2	-1	-2	-5	4	-8	-10	-6
COc1ccc(/C=C/C(=O)OCC(=O)NCc2cccs2)cc1OC	-2	4	7	-11	-5	-8	4	0	1	6	-11
Cc1ccnc(NS(=O)(=O)Cc2ccccc2)c1	-11	6	-13	13	-11	-8	-31	-4	-9	18	-4

A portion of the library; rates above refer to the full screens.
